# C2C12 statin – suppressors of statin myotoxicity in C2C12 myotubes, primary screen, cell-based, single point, plate reader; rescue of ATP level, % at 7.49 µM; actives 0.78% (n = 330,000); C2C12 myotubes + simvastatin, ATP luminescence, 48 h; scaled: DMSO 0, geranylgeraniol control 100; AID 602340, 2012;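 active means mean ATP rescue above about 67%, or every replicate alone reaching that limit, limit read from the data, passing the limit was not always enough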;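 further: myotubes were challenged with 10 µM simvastatin during compound exposure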
# FN deposition inh – inhibitors of fibronectin matrix deposition, primary screen, AH1F cells, Alexa488-fibronectin fluorescence, plate reader; inhibition, % at 12.6 µM; AH1F fibroblasts, overnight; actives 0.086% (n = 350,000);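 active means mean inhibition across replicates of 30% or more, regardless of how many single replicates reach that level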;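 further: positive control wells lacked labelled fibronectin entirely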
#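 Material: AH1F fibroblasts assembling fluorescent fibronectin matrix; amount: 10000 AH1F cells/well; medium: DMEM, 2% serum; reagent: Alexa488-fibronectin, 24 nM final in well; dosing: single compound dose, delivered by pin transfer; incubation: 1 h adhesion, overnight exposure; detection: fluorescence after three HBSS washes, excitation 485 nm, emission 525 nm; measure: fibronectin deposition inhibition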
# PglD DTNB – C. jejuni PglD acetyltransferase inhibitors, primary screen, biochemical, DTNB colorimetric, single point; actives 0.098% (n = 360,000); purified PglD enzyme, DTNB colorimetric CoA detection; inhibition, % at 12.5 µM; AID 602405, 2012; in the data active means inhibition above about 16%, passing the limit was not always enough; further: strong numbers were not always called active
# PGC1a acetyl inh – inhibitors of PGC1a acetylation signal, primary screen, cell-based, U2OS, AlphaScreen, inhibitor mode; inhibition, % at 15.6 µM; AlphaScreen anti-acetyl-lysine; with virally co-expressed GCN5 acetyltransferase; actives 0.17% (n = 350,000);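 active means every replicate shows inhibition of at least 40%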;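 further: 0% = neutral control wells and 100% = positive control wells; some results beyond the cut were filed as inactive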
# miR-122 sensor – miR-122 Renilla sensor signal increase in Huh7, primary screen, miR-122 inhibitor project, cell-based, single point, plate reader. Huh7 miR-122 Renilla luciferase sensor, 48 h; neutral wells = 0, positive control = 100. activation (reporter increase), % at 12.5 µM. actives 0.3% (n = 340,000). AID 602342, 2012;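 active means mean replicate activation score at least 90 and every replicate individually at or above 90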;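 further: higher luciferase means less miR-122 activity so hits act as miR-122 inhibitors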
# INS-1E GSIS act – GLuc luminescence reporter in INS-1E cells, primary screen for activators of glucose-dependent secretion of insulin. INS-1E GLuc reporter insulin secretion, 2-3 h. AID 743287, 2014. actives 0.61% (n = 370,000). activation, % at 16.6 µM;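 active means lowest replicate activation of at least 40%, so every replicate reaches that level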;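 further: 0% = median of neutral control wells and 100% = median of IBMX positive control wells; some compounds called inactive have numbers as strong as hits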
# Cneo AK release – Cryptococcus neoformans cell lysis inducers, primary screen, AK release luminescence, single concentration | C. neoformans lysis, adenylate kinase release luminescence, 4 h; normalised: neutral wells 0, clomiphene wells 100 | lysis activity, % at 15 µM | actives 0.2% (n = 360,000);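 active means mean lysis activity across replicates of at least 80%, whatever share of replicates individually reach that level; inactive means mean lysis activity below 80%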
#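 Material: C. neoformans cells | Amount: Yeast cell density of 5 × 10^6 cells/mL | Medium: Fresh YPD growth medium | Dosing: Single dose | Times: Static 4 h at 37 °C with compound, 1 h detection | Detection: AK luminescence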
# CFTR F508del cor – F508del CFTR correction, initial screen, CFBE line, single point | activity (quench increase), % at 7.58 µM | actives 0.36% (n = 350,000) | AID 720511, 2013 | CFBE cells, YFP halide quenching; stimulated with forskolin plus potentiator P3; % fluorescence drop versus neutral controls;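 active means mean added fluorescence quench of at least 8% versus neutral control, with both replicates also reaching 8%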;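 further: cells transiently co-express mutant CFTR-F508del with the halide-sensitive YFP; corrector assay measuring rescue of mutant channel to the surface after 24 h compound exposure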
# Numbers without * were called inactive; x = not tested or not shown; [ ] = remark or other dose.
canonical_smiles	C2C12 statin	FN deposition inh	PglD DTNB	PGC1a acetyl inh	miR-122 sensor	INS-1E GSIS act	Cneo AK release	CFTR F508del cor
COc1ccc(-n2c(Cc3cccn3C)nnc2SCC(=O)Nc2cccc(C)c2C)cc1	2.6	8.1	-3.2	10.7	4.0	-9.3	1.0	-3.2
COC(=O)c1cccc(C23CC4(C2)[C@H](CN(Cc2cccnc2)[C@@H]4c2ccccc2)C3c2ccc(Cl)nc2)c1 (stereo not given in full)	2.0	-14.2	4.6	-14.7	-2.9	x	-1.6	-1.5
N#CCc1c(C#N)c(N)nc(N2CCN(S(=O)(=O)c3ccccc3F)CC2)c1C#N	x	11.3	-6.4	6.0	-2.6	7.2	-1.0	0.0
CCC(=O)Nc1ccc2c(c1)C(=O)N(C)[C@@H]1CC[C@H](CC(=O)NCCc3ccccc3)O[C@H]1CO2	-2.1	-0.4	4.7	12.7	2.9[16.7 µM]	0.7	0.1	-0.9
Cc1[nH]c2ccccc2c1C(=O)NS(=O)(=O)Nc1ccccc1	-5.2	10.2	x	-13.4	8.2	10.8	x	-3.7
CCNc1nc(NC(C)C)nc(NS(=O)(=O)c2ccc(Cl)cc2)n1	11.5	7.2	-2.5	1.1	17.2	x	1.3	x
Cc1cc(NC(=O)CCCN2C(=O)/C(=C\c3cccs3)SC2=S)no1	x	-3.3	5.1	9.4	-1.4	54.1*	-1.7	x
O=C(CSc1nc2nn(-c3ccccc3)c(=O)c-2c2n1CCCCC2)c1ccc(OC(F)F)cc1	-21.6	x	-3.0	-9.2	-13.0	3.1	-0.8	-4.0
CCOC(=O)c1ccc(Nc2c(CC)c(C)nc3ncnn23)cc1	-7.7	x	-1.4	x	-7.7	x	-0.1	x
O=S(=O)(CS(=O)(=O)c1ccccc1)c1ccccc1	4.5	-2.7	2.4	4.1	x	-5.1	-0.8	4.8
COC(=O)c1sccc1NC(=O)c1sccc1C	3.6	-9.0	-0.3	0.8	-6.4	78.9	7.0	x
CN(C)S(=O)(=O)c1cccc(C(=O)N2CCN(Cc3ccccc3)CC2)c1	-4.0	7.3	-2.4	-2.1	-2.9	x	-8.3	x
CC(=O)Nc1ccc(S(=O)(=O)Nc2nc3ccccc3nc2-n2ccc(=NC(=O)c3ccccc3)cc2)cc1	x	-0.3	1.7	-6.2	2.0	-2.5	3.1	0.4
COc1ccc(N2CCN(CCCNC(=O)C(=O)c3c(C)[nH]c4ccccc34)CC2)cc1	8.3	-1.7	-1.8	-1.7	4.6	3.2	1.7	-0.7
Nc1ccc(S(=O)(=O)NC2(C(F)(F)F)NC(=O)N(c3ccccc3Cl)C2=O)cc1 (stereo not given)	0.2	8.0	x	x	-13.6	6.2	x	x
COC(=O)Cn1nc(-c2ccccc2)c2cc(Cl)ccc21	6.2	x	-1.7	4.3	14.8	-30.0	-0.7	x
Cc1cc(C)c2c(N)c(C(=O)N/N=C/c3cccs3)sc2n1	x	8.5	4.6	6.5	-3.0	x	3.0	-3.2
O=C(Nc1ccnc(-c2ccncc2)n1)C1CC1	0.0	-3.4	x	6.0	2.7	18.4	x	0.2
O=C1CSC(c2cccc([N+](=O)[O-])c2)N1C1CC2CCC1C2 (stereo not given)	4.6	7.3	-1.0	-14.7	1.2	13.3	-20.3	-3.0
Nc1ncnc2c1ncn2[C@@H]1O[C@H](CNCc2ccccc2OC2OC(CO)C(O)C(O)C2O)[C@@H](O)[C@H]1O (stereo not given in full)	4.7	-13.0	-1.1	-12.7	-3.1	10.8	1.3	-2.7
CCC(C(=O)NCCN1CCN(C)CC1)n1c(C)c2cnn(-c3ccccc3)c(=O)c2c1C (stereo not given)	-13.8	x	-1.9	-14.4	-1.4	x	-2.5	x
C/C=C/c1ccc([C@@H]2[C@@H](CO)N(C(=O)c3cnccn3)C23CN(C(=O)C2CC2)C3)cc1	x	-3.3	x	3.8	x	5.6	x	2.5
CO[C@@H]1CN(C)C(=O)c2cc(NC(=O)c3cc(C)on3)ccc2OC[C@@H](C)NC[C@H]1C	-7.9	7.8	-1.6	15.9	x	5.4	-2.0	0.0
CCOc1ncccc1C(=O)Nc1cccc(S(=O)(=O)NC2=NCCC2)c1	-1.9	8.4	3.3	x	x	54.6*	0.6	7.4
CCOC(=O)c1cc(C(=O)OCC)c(=O)[nH]c1N1CCCCC1	1.0	3.8	-0.2	x	2.2	10.0	0.3	1.2
COCCNC(=O)c1cn(C)c2ccc(S(=O)(=O)N3CCCC3)cc2c1=O	-6.1	-8.2	3.4	1.4	3.7	x	-1.8	2.8
COc1ccc(CNC(=O)C[C@H]2CC[C@H]3[C@H](COc4ccc(NC(C)=O)cc4C(=O)N3C)O2)cc1	-6.4	-4.2	-3.0	0.9	6.2[16.7 µM]	33.4	-3.3	-1.9
Cc1cc(C)cc(OCC(=O)N2CCc3ccccc3C2)c1	18.6	3.2	-2.8	-9.2	3.7	3.5	2.5	0.1
O=C(NNC(=O)c1sc2cccc(Cl)c2c1Cl)Nc1ccccc1	9.0	x	-0.6	-9.7	3.4	-3.5	2.8	x
CC(=O)c1c(C)[nH]c(C(=O)OCC(=O)c2ccc(C)s2)c1C	0.2	x	-3.1	-10.1	-2.2	x	-2.1	1.6
COc1ccc(C(=O)Nc2ccc(C(=O)N3CCC(C)CC3)cc2)cc1OC	-13.3	4.5	-2.6	-5.3	4.1	x	-1.2	-0.6
COC(=O)c1ccc(-c2nc(-c3cccs3)no2)cc1	-81.9	-2.1	1.3	-13.8	-3.5	-5.2	-11.0	-0.1
COc1cccc(-c2nnc3sc(-c4cccs4)nn23)c1	x	9.9	-3.9	x	-12.5	x	0.0	x
CCN(c1ccccc1)S(=O)(=O)c1ccc(Cl)c(NC(=O)CN2CCN(C)CC2)c1	-3.3	2.8	-0.5	x	x	x	3.2	1.5
Cc1cc(C(=O)O[C@H]2[C@H](C)NS(=O)(=O)[C@H]3C[C@@H]4C=C[C@]23O4)cc([N+](=O)[O-])c1	-10.7	-2.4	4.0	4.0	-5.8	-5.4	2.3	-3.2
COCCCNC(=O)c1cc(Sc2ccc(F)cc2)nc2ccccc12	x	x	4.0	-7.0	1.6	-2.1	-2.7	x
O=C(C[C@@H]1CC[C@H]2[C@@H](COC[C@H](O)CN2C(=O)Nc2ccccc2)O1)NCCCN1CCOCC1	1.5	0.1	-2.5	35.5	10.5[16.7 µM]	14.0	-0.3	0.4
C[C@H]1CN([C@@H](C)CO)C(=O)c2cccc(NS(=O)(=O)c3ccc(F)cc3)c2O[C@@H]1CN(C)Cc1ccccc1	-23.8	x	-55.0	-11.6	-4.2[16.7 µM]	-3.3	59.4	3.1
COc1ccc(C2OC(=O)CC2C(=O)NCc2ccc(C)cc2)cc1OC (stereo not given)	1.9	-7.8	6.4	x	7.4	1.9	-1.4	-3.0
Cc1ccc(C)c(NC(=O)Cn2ccn(-c3ccc4c(c3)OCO4)c(=O)c2=O)c1	12.3	5.5	-4.3	1.8	2.4	20.7	-0.2	-3.9
CC(NC(=O)NC(=O)c1ccc(Cl)cc1Cl)C1CC1 (stereo not given)	x	-1.6	x	-0.8	x	16.2	x	-1.0
Cc1nn(Cc2cccc(F)c2)c(C)c1NC(=O)c1c([N+](=O)[O-])c(C)nn1C	9.9	x	-2.8	-3.9	x	-3.3	0.3	x
CCCCCCNS(=O)(=O)c1ccc(OC)c(OC)c1	-6.8	7.4	0.2	-11.8	203.2*	x	-0.8	x
C[C@H]1CN([C@@H](C)CO)C(=O)c2cccc(NC(=O)C3CCOCC3)c2O[C@@H]1CN(C)S(C)(=O)=O	-6.6	x	4.4	7.8	-2.0[16.7 µM]	19.6	-3.1	0.0
C/C(=N\NC(N)=O)C1(C)CCCCC1	-1.4	1.1	5.9	2.2	-1.1	12.2	2.0	x
CCc1ccc(OCC(=O)NNC(=S)NC(=O)C2CCCCC2)c(Br)c1	x	x	-3.0	-4.4	2.2	-3.7	6.3	-1.3
C/C(=N\NC(=O)c1cccc2ccccc12)c1cccs1	-5.0	2.3	-1.1	x	6.8	21.0	1.5	0.8
CN(C(=O)c1cccc(NC(=O)Cc2ccc(NC(=O)C3CCN(C(=O)C4CC4)CC3)cc2)c1)C1CCC1	9.7	0.2	2.8	x	x	-12.4	-4.5	0.3
O=C(NCCN1CCN(c2ccccc2F)CC1)c1ccc2nc3ccccc3c(=O)n2c1	-20.2	1.6	-2.7	-2.1	x	-13.0	-2.5	-0.3
CC1CCN(c2ccc3nnc(CCC(=O)Nc4cc(F)ccc4F)n3n2)CC1	3.1	6.0	1.9	-16.3	-6.9	10.9	0.3	1.7

# Four neighbouring entries already listed:
canonical_smiles	C2C12 statin	FN deposition inh	PglD DTNB	PGC1a acetyl inh	miR-122 sensor	INS-1E GSIS act	Cneo AK release	CFTR F508del cor
C/C(=N\NC(N)=O)C1(C)CCCCC1	-1.4	1.1	5.9	2.2	-1.1	12.2	2.0	x
CCc1ccc(OCC(=O)NNC(=S)NC(=O)C2CCCCC2)c(Br)c1	x	x	-3.0	-4.4	2.2	-3.7	6.3	-1.3
C/C(=N\NC(=O)c1cccc2ccccc12)c1cccs1	-5.0	2.3	-1.1	x	6.8	21.0	1.5	0.8
CN(C(=O)c1cccc(NC(=O)Cc2ccc(NC(=O)C3CCN(C(=O)C4CC4)CC3)cc2)c1)C1CCC1	9.7	0.2	2.8	x	x	-12.4	-4.5	0.3

# (cont.)
canonical_smiles	C2C12 statin	FN deposition inh	PglD DTNB	PGC1a acetyl inh	miR-122 sensor	INS-1E GSIS act	Cneo AK release	CFTR F508del cor
O=C(C[C@H]1C=C[C@H](NC(=O)c2ccc3c(c2)OCO3)[C@H](CO)O1)NCc1ccc(F)cc1	x	14.9	x	8.5	x	6.2	x	-0.4
CN(C)CCCNc1nc2cc(-c3ccn[nH]3)sc2c(=O)n1C	-2.1	-6.5	0.4	x	-1.5	x	-0.8	-3.0
COc1ccc(S(=O)(=O)Nc2ccc3c(c2)C(=O)N([C@H](C)CO)C[C@H](C)[C@H](CN(C)C(=O)Nc2ccc(C(F)(F)F)cc2)O3)cc1	x	-0.2	2.3	2.8	1.6[16.7 µM]	-21.2	-4.7	-1.2
Cc1c(CCC(=O)O)c(=O)oc2cc(OCc3cccc(F)c3)ccc12	8.0	-0.1	6.2	6.1	-6.2	0.3	-0.6	-1.7
COc1ccc(CCN2CC(C(=O)NCC(=O)Nc3ccc(F)c(F)c3)CC2=O)cc1OC (stereo not given)	-1.5	-13.2	-0.2	8.3	-5.2	-11.0	1.6	-4.2
N#Cc1ccccc1OCC(=O)Nc1cc(S(=O)(=O)N2CCCCC2)ccc1N1CCOCC1	-1.0	9.9	-1.0	1.7	-7.6	-9.8	0.1	4.9
COC(=O)c1sc2ncn(CC(=O)NCCc3ccc(OC)c(OC)c3)c(=O)c2c1C	-9.6	8.6	4.0	11.0	9.8	23.0	-1.4	-0.5
